# Bioassay records from PubChem BioAssay.
# Efflux pump mplx: inhibitors of Candida antifungal efflux pumps expressed in yeast | S. cerevisiae Candida pump triplex, Nile Red efflux | AID 485275 | 330,000 compounds, 0.44% hits | inhibition, % at 10 µM;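 active = plate passing quality check with inhibition over a set limit, or well fluorescence over plate mean plus 4 SD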;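 also: Nile Red retained in pooled yeast measured as flow cytometry median fluorescence; 0% = buffer negative control and 100% = Enniatin B positive control; higher means more Nile Red kept so more efflux inhibition; some compounds called inactive have numbers as strong as hits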
# PP1 inh: PP1-alpha (human) inhibition in PP5 counter-screen. purified PP1alpha, OMFP fluorescence. inhibition, % at 6.7 µM. 320,000 compounds, 0.9% hits. AID 2235;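 active = inhibition above the mean inhibition of all tested compounds plus 3 SD, computed separately for each screening campaign, cut at about 15% in these data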
# PP5 inh: PP5 (human) phosphatase inhibition; P53041; purified PP5c, OMFP substrate fluorescence; inhibition, % at 6.7 µM; 320,000 compounds, 0.18% hits;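 active = inhibition above the campaign's mean inhibition across all tested compounds plus 3 SD, cut at about 9.5% in these data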;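 also: 0% = DMSO only and 100% = 100 µM cantharidin control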
# GASC-1 inh: human JMJD2C demethylase inhibition; Q9H3R0; GST-JMJD2C(1-420) H3K9me3 demethylation, DELFIA europium; inhibition, % at 2.35 µM; 330,000 compounds, 0.069% hits; AID 2099;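 active = more than half of a compound's replicate wells show inhibition beyond 50%, single wells judged on their own value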;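 also: signal counts dimethyl H3K9 product captured on neutravidin plate; 0% = median of DMSO wells and 100% = 0.3 times that DMSO median; strong numbers were not always called active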
# LYPLA2 counter: blocks human lysophospholipase 2, a PME1 counter-screen; O95372; recombinant LYPLA2, FP-Rh probe fluorescence polarization; inhibition, % at 5.9 µM; 320,000 compounds, 0.38% hits; AID 2177;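 active = inhibition above the screen-wide mean plus 3 SD, limit set per campaign, cut at about 26% in these data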;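 also: 0% = LYPLA2 with DMSO and 100% = wells lacking LYPLA2 enzyme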
# Target sequence (O95372 whole entry, looked up): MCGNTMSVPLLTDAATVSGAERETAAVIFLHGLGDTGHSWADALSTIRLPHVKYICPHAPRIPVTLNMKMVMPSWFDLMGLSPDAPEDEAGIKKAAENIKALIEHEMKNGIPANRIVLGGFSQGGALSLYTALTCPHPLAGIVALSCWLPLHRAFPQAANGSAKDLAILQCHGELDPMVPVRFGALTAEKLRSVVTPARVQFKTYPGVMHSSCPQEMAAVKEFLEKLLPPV
# PREPL inh: human PREPL enzyme inhibition | Q4J6C6 | recombinant PREPL, fluorescence polarization activity-based probe | inhibition, % at 5.96 µM | 320,000 compounds, 0.68% hits | AID 2751; in the data active = inhibition above about 43%;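 also: 0% = enzyme with DMSO and 100% = wells lacking enzyme; many of its hits are not listed in these tables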
# Target sequence (Q4J6C6 whole entry, looked up): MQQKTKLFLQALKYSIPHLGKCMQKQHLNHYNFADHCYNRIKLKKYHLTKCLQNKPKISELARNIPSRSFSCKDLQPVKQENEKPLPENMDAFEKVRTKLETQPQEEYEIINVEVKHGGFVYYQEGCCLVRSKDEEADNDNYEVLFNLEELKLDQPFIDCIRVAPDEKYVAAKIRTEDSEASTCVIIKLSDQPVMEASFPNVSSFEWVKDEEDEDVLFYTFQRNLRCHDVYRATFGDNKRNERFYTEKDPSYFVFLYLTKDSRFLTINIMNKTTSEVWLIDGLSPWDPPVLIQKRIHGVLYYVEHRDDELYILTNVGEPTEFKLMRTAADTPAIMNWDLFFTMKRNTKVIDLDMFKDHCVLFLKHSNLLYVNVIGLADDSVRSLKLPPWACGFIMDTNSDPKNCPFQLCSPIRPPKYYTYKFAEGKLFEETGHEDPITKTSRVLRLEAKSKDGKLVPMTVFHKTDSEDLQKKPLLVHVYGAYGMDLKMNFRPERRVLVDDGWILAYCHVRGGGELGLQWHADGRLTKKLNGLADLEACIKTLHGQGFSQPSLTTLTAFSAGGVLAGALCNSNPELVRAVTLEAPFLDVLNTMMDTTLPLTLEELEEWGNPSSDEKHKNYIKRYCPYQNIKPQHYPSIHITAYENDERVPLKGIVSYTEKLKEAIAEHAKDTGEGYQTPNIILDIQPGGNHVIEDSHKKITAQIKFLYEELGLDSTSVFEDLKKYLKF
# core dimer inh: blocks dimerization of HCV core protein; TR-FRET GST/Flag-core106 dimerization, 1536-well; 300,000 compounds, 0.33% hits; AID 1899; inhibition, % at 5 µM;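 active = inhibition above the mean of all tested compounds plus 3 SD, set per screening campaign, cut at about 45% in these data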
#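 Assay system – GST-tagged and Flag-tagged HCV core protein residues 1-106 · Quantity – core106 proteins, GST 13.5 nM and Flag 17 nM · Benchmarks – unlabelled core106 and no-GST-core106 wells · Read-out basis – percent inhibition of core106 dimerization signal · Detection – time-resolved FRET, ex 340 nm, em 617 and 671 nm · Schedule – 4 h at 22.5 °C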
# TPT1 inh: C. albicans TPT1 enzyme inhibition; recombinant caTPT1, FP RNA substrate dephosphorylation; inhibition, % at 5 µM; 300,000 compounds, 0.81% hits;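 active = inhibition above the mean of all tested compounds plus 3 SD, set per screening campaign, cut at about 24% in these data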;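 also: plate controls were DMSO alone for no effect and ferristatin control at 100 nM for full effect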
# Fh CTSL1 inh: cathepsin L1 inhibition, PFM18AAP counter-screen; recombinant F. hepatica cathepsin L1, Z-Leu-Arg-MCA fluorescence; inhibition, % at 5.96 µM; 300,000 compounds, 0.49% hits;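 active = inhibition above the mean of all tested compounds plus 3 SD, set per screening campaign, cut at about 17% in these data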;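 also: 0% = plate median of test compound wells and 100% = 1 µM Z-Phe-Ala-diazomethylketone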
# The depositor's hits bear a star; / = no result given; & = joins results of further samples. Not all compounds are listed (hit frequency here may not be typical).
SMILES,Efflux pump mplx,PP1 inh,PP5 inh,GASC-1 inh,LYPLA2 counter,PREPL inh,core dimer inh,TPT1 inh,Fh CTSL1 inh
CCOc1ccc(OCC)c(Nc2cc(C)nc3nc(C)nn23)c1,-0.1,-3,0.8,-8,-6,3,0,-3,2
CC(=O)c1ccc(NC(=O)CSC(C)C)cc1,-0.1,-1,-1.4,-5,0,-8,1,0,4
C/C(=N\NC(=S)NCc1ccccc1)c1ccc(C(C)(C)C)cc1,0.3,-1,1.9,-1,-1,-10,2,2,-1
Cc1onc(-c2ccccc2Cl)c1C(=O)Nc1ccc(F)c(F)c1,0.1,-1,0.8,0,0,-3,-1,3,0
COc1ccc(N(CC(=O)N2CCN(c3ccc(Cl)cc3)CC2)S(=O)(=O)c2c(C)noc2C)cc1,0.0,-3,2.0,86,-7,-40,14,0,0
O=C(c1cccc([N+](=O)[O-])c1)N(c1ccccn1)c1ccccn1,-0.2,-4,2.2,-2,-10,3,-10,-2,-3
COc1ccc(Cn2nnnc2C(c2ccc(C)cc2)N2CCN(C3CCCC3)CC2)cc1 (stereo not given),-0.1,1,1.2,-1,8,39,2,-2,-1
CCOC(=O)c1cccc(NS(=O)(=O)c2c(C(=O)N3CCCCCC3)c(C)n(C)c2C)c1,-0.2,4,-5.6,6,1,19,-10,-4,10
COc1cccc(C(=O)CSc2nccn2C)c1,0.1,0,2.6,-10,-1,0,4,-1,-2
O=[N+]([O-])c1ccc(CSC2=NCCN2)cc1,0.2,-3,2.0,4,0,6,-2,2,5
CCOc1ccc2cc(C#N)c(SCC(=O)N3CCOCC3)nc2c1,-0.1,-4,1.1,11,4,9,1,0,0
C=CCc1ccccc1OCC(O)CN1CCN(c2ccc(OC)cc2)CC1 (stereo not given),0.0,2,5.0,9,3,16,-2,-4,2
Cc1ccc(Cl)c(NC(=O)CSc2n[nH]c(=O)n2C2CC2)c1Cl,0.0,4,0.6,-30,1,3,/,/,/
Cc1cccc(NC(=S)NC(=O)/C=C/c2ccco2)n1,0.0,-2,-1.6,1,-5,1,6,1,4
Cc1ccc(CN2C(=O)CCC2C(=O)NCC2CCCO2)cc1 (stereo not given),-0.1,-2,-1.8,15,4,1,-4,-1,-1
CC1(C)CC(C2N3CC4(C)CN2CC(C)(C3)C4=O)CCO1 (stereo not given),-0.1,-8,-0.4,2,0,6,0,2,0
c1cc(CNc2ccc(N3CCOCC3)cc2)ccn1,0.0,-5,1.5,1,4,22,-19,-3,6
CN(Cc1c(O)ccc2c1oc(=O)c1ccccc12)C1CCCCC1,0.0,10,4.1,20,3,21,13,-6,-5
O=C(CNCC1(N2CCOCC2)CCCCC1)Nc1ccc(Cl)cc1,-0.1,2,1.4,12,-7,22,-2,-3,1
CCCN(CC1CC1)S(=O)(=O)c1ccc(S(N)(=O)=O)cc1,-0.1,-2,0.6,-8,1,-2,-4,-2,-1
COc1ccc(CN(Cc2ccco2)S(=O)(=O)c2ccc(S(=O)(=O)N3CCCC3)cc2)cc1,0.1,11,3.4,3,7,3,2,3,0
CCCCN(Cc1ccccc1)C1CCN(Cc2ccccc2)CC1,0.0,8,3.0,-4,-1,-3,7,-1,1
Cc1onc(-c2c(F)cccc2Cl)c1C(=O)N1C=CC(C(F)(F)F)=NCC1,0.0,-3,1.8,-6,-1,-8,-4,-2,3
CCCCCOC(=O)Cn1c(=O)c2c(nc(N3CCOCC3)n2C)n(C)c1=O,0.1,-8,0.5,-1,3,14,1,1,-3
CN(CC(=O)N1CCCCC1)S(=O)(=O)c1ccc(Cl)cc1,-0.1,1,1.5,3,-3,1,-2,-1,-3

# Continued:
SMILES,Efflux pump mplx,PP1 inh,PP5 inh,GASC-1 inh,LYPLA2 counter,PREPL inh,core dimer inh,TPT1 inh,Fh CTSL1 inh
COc1cccc(CN2C(=O)NC3(CCCCCC3)C2=O)c1,0.1,-4,3.8,0,-3,-9,-1,2,-1
O=C(Nc1ccc2c(c1)C(=O)NC2=O)c1cccc(C(F)(F)F)c1,0.0,-2,0.0,-15,-1,12,2,1,4
COc1ccccc1N1CCN(C(=O)c2ccc(CN3CCOCC3)cc2)CC1,0.1,-3,0.1,1,4,-1,0,-1,5
Cc1cc(C)cc(NC(=O)c2nccnc2C(=O)O)c1,0.1,-3,-1.3,-11,1,0,-5,-5,1
O/N=C/c1cn(-c2ccccc2)nc1-c1cccnc1,-0.1,-2,-2.2,-1,2,-1,2,3,1
Cc1cc(OCC(O)CN2CCN(CCO)CC2)ccc1C(C)C (stereo not given),0.2,-3,2.5,4&-4,8,-4,-3,1,-1
Cc1ccc(C)c(Nc2c([N+](=O)[O-])ccc3nonc23)c1,0.2,-2,1.4,-5,9,-2,10,2,1
O=c1ccc2cc(S(=O)(=O)NCc3ccccc3)ccc2[nH]1,-0.1,-4,3.1,27,3,7,-8,3,0
COc1ccc(C(=O)C2CC2c2ccc3c(c2)OCO3)cc1 (stereo not given),0.1,1,3.6,4,1,3,6,0,0
CCN(c1ccc(OC)cc1)S(=O)(=O)c1csc(C(=O)N2CCCC2)c1,0.0,-3,1.7,1,-7,8,11,-1,-4
O=C(COc1ccccc1[N+](=O)[O-])N(C1CCCCC1)C1CCS(=O)(=O)C1 (stereo not given),0.1,-2,1.2,6,3,5,3,6,0
CCSc1nnc(NC(=O)COc2ccc3ccccc3c2)s1,0.1,-1,0.7,-1,-1,-1,-6,-7,-3
CCOC(=O)c1sc2ccc(S(=O)(=O)N3CCCCC3)cc2c1N,0.3,6,5.1,1,-5,-4,13,1,4
COc1cc(S(=O)(=O)NC2CCCCC2)ccc1Cl,-0.1,0,3.9,0,-5,15,2,-2,5
COc1cc(-c2noc(-c3ccco3)n2)cc(OC)c1OC,0.3,-1,-5.7,-16,-2,-5,3,-4,-5
Cc1ccc(C)c(SCC(=O)Nc2ccc(C)c(S(=O)(=O)N3CCOCC3)c2)c1,-0.4,2,2.3,-2,-4,2,/,/,/
Cc1c(CCC(=O)NCCCN2CCCC2=O)c(=O)oc2c(C)c(O)ccc12,0.1,-3,2.8,-2,6,13,-2,-4,0
Cc1ccc(OCC(=O)Nc2ccc(-c3nc4ncccc4o3)cc2)c(C)c1,0.0,8,6.5,-5,1,-4,9,-2,3
Nc1c2c(nn1-c1ccccc1)CCC2,0.2,0,0.1,18,0,1,12,-3,-1
CCC(SC1=NCCS1)C(=O)Nc1nnc(-c2ccccc2OC)s1 (stereo not given),0.2,-1,-0.7,-15,-7,-2,-8,1,-1
c1ccc(Nc2nc(CSc3ncn[nH]3)cs2)cc1,-0.1,-6,-1.3,-3,4,-5,5,-1,35*
COc1ccc(C(=O)/C=C/Nc2ccccn2)c(OC)c1,0.1,-1,3.7,-7,-4,-3,1,-2,3
CC1=C(C(=O)OCC(C)C)C(c2cccc(F)c2)N2C(=O)C(C)SC2=N1 (stereo not given),0.7,2,4.7,-6,-5,-7,-2,-2,1
CCSc1nnc(NC(=O)c2cccc(S(=O)(=O)N(C)c3ccccc3)c2)s1,-0.2,3,0.1,-7,4,17,-1,-4,1
CCCCN1C(=O)C(=O)N(CC(=O)N2CCc3ccccc32)C1=O,-0.2,-2,0.2,12,4,-5,/,/,/

# Following part:
SMILES,Efflux pump mplx,PP1 inh,PP5 inh,GASC-1 inh,LYPLA2 counter,PREPL inh,core dimer inh,TPT1 inh,Fh CTSL1 inh
C=C(C(=O)Oc1ccccc1C(C)(C)C)c1ccccc1,-0.1,-1,1.9,4,-12,7,/,/,/
O=C(NC1CCSC1=O)C1CC(=O)N(c2ccc(F)cc2)C1 (stereo not given),0.0,5,1.1,1,-1,3,-7,-1,-2
O=c1c2ccccc2cnn1Cc1n[nH]c(=S)n1-c1ccccc1F,-0.1,-3,-0.4,2,5,-4,-1,0,-4
O=C(c1ccc(Cl)cc1)N1CCc2c([nH]c3ccccc23)C1C(F)(F)F (stereo not given),0.1,2,4.1,6,-13,-4,0,0,8
COc1ccccc1OCCNC(=O)c1ccccc1OCc1c(C)noc1C,0.0,-2,0.1,-8,9,6,/,/,/
O=C(Nc1c(-c2ccccc2)nc2ccccn12)c1ccccc1F,-0.4,1,2.0,-1,3,11,-6,-6,-3
O=C(NCc1ccccn1)c1n[nH]c(=O)c2ccccc12,0.3,2,-3.8,2,-2,15,1,-2,-6
CN(C)c1ccc(C2CC(=O)C=C(Nc3ccccc3N)C2)cc1 (stereo not given),-0.1,-1,0.3,-6,5,20,-4,-2,0
NC(=S)N/N=C/c1ccc(-c2ccc(SC(F)F)cc2)o1,0.1,6,-0.4,13,2,17,14,14,11
Cn1cccc1C(=S)N1CCOCC1,0.0,-2,-1.0,14,-1,-2,-7,-6,-5
CCOC(=O)c1oc2ccccc2c1CSc1nnnn1-c1ccc(C)cc1,0.0,2,0.8,1,-5,-22,8,-2,7
Nc1cccc(C#Cc2ccc3c(=O)c4ccccc4oc3c2)c1,0.1,3,1.9,1,0,10,/,/,/
CCc1nnc(NC(=O)c2cc(S(=O)(=O)N(CC)CC)ccc2Cl)s1,-0.1,1,1.2,-1,-1,4,0,2,-7
Cc1ccc(NC(=O)CC2C(=O)N(Cc3ccccc3)C(=S)N2NC(=O)c2cccc(F)c2)c(C)c1 (stereo not given),-0.2,4,-2.2,13,-2,-3,6,-1,1
Fc1ccc(-c2csc(-c3ccncc3)n2)cc1,-0.2,-1,1.4,-3,4,-3,2,-2,4
CCCCOc1ccc(/C=C/C(=O)NC2=Nc3ccccc3NC(C)=C2C(=O)OCC)cc1OC,-0.2,-1,-1.9,4,-5,2,12,0,4
